Assay outcomes as filed in PubChem BioAssay.
NSD2 inh: NSD2 histone methyltransferase inhibitors, primary screen, biochemical, AlphaScreen, single concentration, set 2 | inhibition, % at 12.5 µM | NSD2 peptide methylation, 120 min | Histone-lysine N-methyltransferase NSD2 (Homo sapiens), O96028 | AID 743445, 2014 | actives 0.54% (n = 310,000); in the data active = inhibition above about 50%
dFosB activator: activators of delta FosB homodimer, primary screen, biochemical, fluorescence polarization, TAMRA-CDK5 oligo, single point; actives 0.99% (n = 340,000); activation, % at 25 µM; purified delta FosB; percent of positive-control signal above neutral wells; AID 493131, 2011;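 active = mean activation above about 17%, with every replicate also reaching it, limit read from the data, passing the limit was not always enough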;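 note: fluorescence polarization rise as delta FosB binds a TAMRA Cdk5 AP-1 oligo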
PvdQ inh: P. aeruginosa PvdQ acylase inhibitors, primary screen, biochemical, fluorescence, plate reader and imaging, single point | PvdQ acylase [Pseudomonas aeruginosa LESB58] | purified PvdQ acylase | inhibition, % at 10 µM | actives 0.063% (n = 340,000) | AID 488965, 2010; in the data active = inhibition above about 30%, passing the limit was not always enough;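 note: 0% = vehicle neutral wells and 100% = reference inhibitor wells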
Wnt act: Wnt/beta-catenin pathway activators, primary screen, cell-based, plate reader, single point; actives 1.2% (n = 300,000); AID 743398, 2014; Wnt/beta-catenin reporter cell assay, activator; activation, % at 9.35 µM; in the data active = activation above about 30%, passing the limit was not always enough;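 note: 0% = neutral control wells and 100% = positive control wells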
V-ATPase pHluor: regulators of yeast V-ATPase proton pumping, primary screen, pHLuorin cytosolic pH fluorescence. response, % at 10 µM. AID 504577, 2011. actives 0.37% (n = 350,000). S. cerevisiae; in the data active = response mostly above about 7.3%, no sharp cut-off; inactive = mostly below about 5.4%; note: actives read high; inactives centre near 0; some compounds called inactive have numbers as strong as hits; reference of the scale not given here
HTR5A ag ctr: HTR5A agonists in luminescence cell assay, primary screen, counter-screen for OPRM1-OPRD1 heterodimer agonist project, full-deck HTS; cell-based; activation, % at 9.3 µM; actives 0.61% (n = 340,000); 5-hydroxytryptamine receptor 5A (Homo sapiens), P47898; AID 504692, 2011; in the data active = activation mostly above about 9.5%, no sharp cut-off; inactive = mostly below about 7.6%;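 note: 0% = cells with vehicle only and 100% = reference agonist; strong numbers were not always called active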
Target sequence (P47898 whole entry, looked up): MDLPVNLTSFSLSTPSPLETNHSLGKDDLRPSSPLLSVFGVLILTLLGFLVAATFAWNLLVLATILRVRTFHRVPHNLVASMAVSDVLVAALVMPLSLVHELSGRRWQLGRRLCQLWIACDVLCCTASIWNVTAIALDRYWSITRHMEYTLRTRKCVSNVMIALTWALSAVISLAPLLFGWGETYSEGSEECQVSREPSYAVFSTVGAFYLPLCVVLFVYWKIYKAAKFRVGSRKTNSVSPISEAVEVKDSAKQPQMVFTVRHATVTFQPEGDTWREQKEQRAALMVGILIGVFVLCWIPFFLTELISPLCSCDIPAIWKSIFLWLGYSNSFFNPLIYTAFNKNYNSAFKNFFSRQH
SR-BI HDL uptake: inhibitors of SR-BI mediated HDL lipid uptake, primary screen, ldlA[mSR-BI] cells, fluorescence, single point. ldlA[mSR-BI] CHO cells, DiI-HDL uptake fluorescence, 3 h. actives 0.96% (n = 320,000). inhibition, % at 12.5 µM. Scavenger receptor class B member 1 (Mus musculus), Q61009;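 active = mean replicate inhibition of at least 70% and a set share of replicates each scoring 70 or more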;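 note: 0% = median of neutral control wells and 100% = median of positive control wells; values of inactives mirror those of a sister screen read the other way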
MITF act: activators of MITF-driven TRPM1 promoter reporter, primary screen, cell-based, SK-MEL-5, luciferase, single point | activation, % at 12.5 µM | AID 588334, 2011 | SK-MEL-5 TRPM1-promoter luciferase, 24 h; % of positive control, neutral wells = 0 | actives 0.75% (n = 300,000);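 active = mean activation of at least 80% with every replicate also reaching 80%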;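 note: 0% = neutral control wells and 100% = parthenolide positive control wells; values of inactives mirror those of a sister screen read the other way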
HTR5A inv ctr: HTR5A inverse agonists in luminescence cell assay, primary screen, counter-screen for OPRM1-OPRD1 heterodimer inverse agonist project, full-deck HTS | HTR5A cell line, inverse agonism | 5-hydroxytryptamine receptor 5A (Homo sapiens), P47898 | actives 0.083% (n = 340,000) | inhibition, % at 9.3 µM; in the data active = inhibition mostly above about 23%, no sharp cut-off; inactive = mostly below about 18%;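 note: 0% = cells with DMSO and 100% = no-cell wells with DMSO; some compounds called inactive have numbers as strong as hits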
CDK5 p35 inh: inhibitors of human CDK5/p35 kinase, primary screen, biochemical, single concentration. Cyclin-dependent kinase 5 (Homo sapiens) + Cyclin-dependent kinase 5 activator 1 (Homo …. actives 0.01% (n = 330,000). inhibition, % at 10 µM. Recombinant CDK5/p35, ADP-Glo luminescence, 60 min;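 active = highest replicate inhibition of at least 50% and at least 75% of replicates reaching 50%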;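 note: plate controls were DMSO neutral control for no effect and GW8510 at 10 µM for full effect; many of its hits are not listed in these tables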
Target sequence (Q00535 whole entry, looked up): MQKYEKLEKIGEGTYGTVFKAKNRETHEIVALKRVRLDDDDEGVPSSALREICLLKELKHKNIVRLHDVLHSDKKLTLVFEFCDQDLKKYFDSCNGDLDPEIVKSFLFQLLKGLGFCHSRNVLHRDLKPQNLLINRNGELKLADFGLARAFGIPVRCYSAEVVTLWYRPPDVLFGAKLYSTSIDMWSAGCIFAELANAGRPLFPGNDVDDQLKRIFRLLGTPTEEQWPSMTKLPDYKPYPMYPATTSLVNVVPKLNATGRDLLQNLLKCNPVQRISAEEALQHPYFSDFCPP
Target sequence (Q15078 whole entry, looked up): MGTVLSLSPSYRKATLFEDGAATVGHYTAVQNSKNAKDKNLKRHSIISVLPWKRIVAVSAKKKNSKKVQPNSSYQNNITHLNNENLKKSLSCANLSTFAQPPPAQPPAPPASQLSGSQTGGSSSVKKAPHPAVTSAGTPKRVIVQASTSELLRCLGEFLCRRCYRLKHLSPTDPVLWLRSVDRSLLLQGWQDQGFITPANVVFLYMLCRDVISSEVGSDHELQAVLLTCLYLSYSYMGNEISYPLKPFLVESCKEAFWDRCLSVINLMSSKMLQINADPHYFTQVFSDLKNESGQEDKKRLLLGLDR
Numbers without * were called inactive; . = not tested or not shown.

Below each compound – NSD2 inh | dFosB activator | PvdQ inh | Wnt act | V-ATPase pHluor | HTR5A ag ctr | SR-BI HDL uptake | MITF act | HTR5A inv ctr | CDK5 p35 inh
CC(C(=O)N1CCCCC1)N1C(=O)c2ccccc2C1=O (stereo not drawn)
→ 0 | -1 | 3 | . | 1 | 0 | -10 | 2 | 7 | -2.6
N#C/C(=C(/O)COc1ccccc1)c1nc2ccccc2s1
→ -1 | 2 | -13 | 0 | -1 | 2 | 19 | 3 | -5 | -0.1
CNC(=O)/C(C#N)=C1/SC(Cc2ccc(F)cc2)C(=O)N1c1ccccc1 (stereo not drawn)
→ -3 | 8 | -10 | 0 | 0 | -1 | 1 | . | -1 | 1.2
COc1ccc(CNC(=O)Cn2nnc(-c3ccc(NC(=O)C4CCCCC4)cc3)n2)cc1
→ -1 | 1 | -8 | 22 | 2 | -2 | 3 | -1 | -16 | 0.2
CCOC(=O)N1CCN(S(=O)(=O)N2CCCC(C(=O)NCc3ccccc3Cl)C2)CC1 (stereo not drawn)
→ -4 | -8 | -17 | -2 | 5 | -3 | -7 | -6 | 12 | -1.9
CCOC(=O)C1CCCN(Cc2nc(N)nc(Nc3ccccc3OC)n2)C1 (stereo not drawn)
→ . | 1 | 6 | -5 | 5 | 5 | -19 | . | -14 | 4.9
Cn1cc(S(=O)(=O)N2CCc3ccccc32)cc1C(=O)NC(C)(C)C
→ . | -13 | -16 | -2 | 0 | 7 | -31 | -28 | -21 | -0.8
CC1CCCC(C)N1C(=O)COC(=O)c1cc(=O)[nH]c2ccccc12 (stereo not drawn)
→ -1 | -9 | -13 | 6 | 7 | -3 | 9 | 10 | 12 | 0.5
CCc1ccccc1NC(=O)CN1CCN(CC(=O)Nc2cc(C)ccc2OC)CC1
→ -1 | -4 | 10 | 1 | 1 | -4 | 19 | -8 | 12 | 1.8
CCOC(=O)C(=O)N1CCN(c2cc3c(cc2[N+](=O)[O-])n(C)c(=O)n3C)CC1
→ -2 | -9 | -15 | 1 | 1 | -4 | -12 | -11 | 11 | -1.7
CCc1nc2cccnc2n1-c1ccc(CC(=O)NC(C)CC)cc1 (stereo not drawn)
→ -1 | 1 | -15 | -2 | 0 | -2 | 1 | 0 | 8 | -0.1
O=C(CCNC(=O)c1ccccc1Cl)Nc1cc(C(F)(F)F)ccc1N1CCCC1
→ -3 | -6 | 1 | -1 | 1 | 2 | -9 | -10 | 5 | -0.7
COc1ccc(CCNC(=O)CNCC2CCCO2)cc1OC (stereo not drawn)
→ -1 | 2 | -21 | 0 | 0 | -3 | -26 | -3 | 7 | -20
O=C(COc1cccc(-n2cnnn2)c1)Nc1ccccc1
→ -4 | -3 | 2 | -1 | 3 | -3 | 2 | -5 | 16 | 0.1
CC(C)c1ccc(OCC(O)CN2CCN(c3ccccn3)CC2)cc1 (stereo not drawn)
→ 2 | -4 | -18 | 1 | 2 | 4 | 8 | -6 | -14 | 0.4
COc1ccc(C(=O)c2sc(Nc3ccccc3)nc2N)cc1OC
→ 0 | -5 | -2 | 6 | -3 | -3 | 66 | 39 | 13 | 9.7
C=C(C)c1cccc(C(C)(C)NC(=O)Nc2ccc(Cl)cn2)c1
→ 0 | -9 | 8 | . | -1 | 4 | -13 | 3 | -10 | -1.3
Cn1nccc1C(=O)N1CCCC(N2CCN(Cc3ccc4c(c3)OCO4)CC2)C1 (stereo not drawn)
→ -2 | 3 | -10 | -2 | 4 | 4 | -1 | -4 | 4 | -2.0
CCCCCc1ccc(OCCC[n+]2ccccc2)c(CCCCC)c1
→ . | -4 | -4 | -12 | -2 | 6 | -35 | -100 | -22 | -0.4
CC(C)(C)NC(=O)/C(=C/c1ccco1)c1ccccc1
→ 0 | -14 | -9 | . | -2 | 0 | -8 | -10 | 16 | -0.3

Random excerpt: two entries already listed
Below each compound – NSD2 inh | dFosB activator | PvdQ inh | Wnt act | V-ATPase pHluor | HTR5A ag ctr | SR-BI HDL uptake | MITF act | HTR5A inv ctr | CDK5 p35 inh
COc1ccc(C(=O)c2sc(Nc3ccccc3)nc2N)cc1OC
→ 0 | -5 | -2 | 6 | -3 | -3 | 66 | 39 | 13 | 9.7
Cn1nccc1C(=O)N1CCCC(N2CCN(Cc3ccc4c(c3)OCO4)CC2)C1 (stereo not drawn)
→ -2 | 3 | -10 | -2 | 4 | 4 | -1 | -4 | 4 | -2.0

(continued)
Below each compound – NSD2 inh | dFosB activator | PvdQ inh | Wnt act | V-ATPase pHluor | HTR5A ag ctr | SR-BI HDL uptake | MITF act | HTR5A inv ctr | CDK5 p35 inh
COc1ccc(CN(C)C(=O)Cc2ccc(OC)c(S(=O)(=O)N3CCOCC3)c2)cc1OC
→ -1 | -2 | -3 | -2 | 3 | 8 | -2 | 2 | -21 | 1.4
O=C(Nc1c(Cl)cc(Cl)cc1C(=O)NCC1CCCO1)c1ccco1 (stereo not drawn)
→ . | -3 | -19 | . | -6 | 0 | -4 | 2 | -13 | 0.2
COc1ccc(-c2ccc(C(=O)O)c(=O)[nH]2)cc1
→ 3 | 2 | 6 | 1 | -1 | 9 | -9 | 7 | -26 | 0.3
O=C(Nc1ccccc1F)C1CCN(S(=O)(=O)c2cccnc2)CC1
→ -4 | 2 | 7 | -1 | -4 | 1 | -6 | -6 | -4 | 1.4
CC(C)CN(CC(C)C)CC(O)CN(c1ccccc1)S(=O)(=O)c1ccccc1[N+](=O)[O-] (stereo not drawn)
→ . | -12 | -9 | -1 | -2 | 1 | -27 | 4 | -2 | -0.4
COc1cc(OC)c(C2Nc3ccccc3NC3=C2C(=O)CC(C)(C)C3)cc1OC (stereo not drawn)
→ -2 | -7 | -8 | 1 | -2 | -1 | -7 | 7 | 2 | 0.6
CC(C)C(OC(=O)c1nsc(Cl)c1Cl)C(=O)NCc1ccc2c(c1)OCO2 (stereo not drawn)
→ -3 | -3 | 8 | -2 | 0 | 0 | -17 | -3 | -4 | 0.0
O=C(Cn1nnc(-c2ccccc2)n1)N1CCN(S(=O)(=O)c2ccc(Cl)cc2)CC1
→ -1 | -10 | 11 | -5 | 5 | 5 | -13 | 3 | 1 | 3.7
S=c1[nH]nc(-c2cccs2)n1/N=C/c1cn(-c2ccccc2)nc1-c1ccc(Cl)cc1
→ -3 | -10 | -19 | 5 | -2 | . | 22 | . | . | 0.1
COc1ccc(NS(=O)(=O)c2cc(NC(=O)c3cc(=O)c4ccccc4o3)ccc2OC)cc1
→ 1 | 48* | -1 | -3 | -3 | 3 | 52 | -8 | -50 | -0.8
O=c1c2oc3ccccc3c2ncn1Cc1ccccc1Cl
→ . | -6 | -7 | 3 | 0 | 3 | 8 | . | -28 | -0.5
CCC(C)N(C(=O)Cn1nnc(-c2ccc(Cl)cc2)n1)C1CCS(=O)(=O)C1 (stereo not drawn)
→ -2 | 2 | 4 | -3 | -2 | -1 | -13 | 0 | -6 | 0.6
Cc1nc2ccccc2c2c1C(=O)N(C(C)C)C2=O
→ -2 | 0 | -8 | 1 | -1 | -1 | -12 | -1 | 4 | -1.2
Cc1nnc(SCC(=O)Nc2ccccc2)[nH]c1=O
→ -1 | -3 | 8 | . | -2 | -1 | -31 | 1 | 3 | 6.4
N=C1C(c2nc3ccccc3s2)=C(O)CN1CCCO
→ -1 | -3 | -12 | . | -1 | -9 | 11 | 5 | 16 | 0.7
O=C(OCc1nnc(-c2ccccc2)o1)c1cccc(S(=O)(=O)N2CCOCC2)c1
→ 1 | -6 | -8 | 4 | -1 | -3 | 6 | 9 | -7 | 1.8
O=C(c1ccc(=O)[nH]n1)N1CCN(S(=O)(=O)c2ccc3ccccc3c2)CC1
→ 1 | 3 | 12 | -2 | -1 | -2 | -7 | -5 | 5 | 0.8
C=CCOc1ccc(CN(C)CC(O)COc2ccc(CCC(C)=O)cc2)cc1 (stereo not drawn)
→ 0 | -4 | -4 | -5 | -2 | -1 | . | -7 | -21 | 0.3
COc1ccc(Nc2nc3ccccc3nc2C)cc1
→ -3 | -8 | 2 | . | -2 | -6 | 21 | 4 | 15 | 2.1
N#Cc1c(NC(=O)c2ccc([N+](=O)[O-])o2)sc2c1CCC2
→ . | -3 | -2 | 27 | -1 | 2 | 2 | -20 | -4 | 4.8
COc1ccc(Nc2nnc(-c3ccncc3)s2)cc1Cl
→ -3 | 1 | -11 | 2 | -3 | 4 | 4 | 1 | -14 | 0.4
O=C(NC1=NCCS1)C1CCN(S(=O)(=O)c2cc([N+](=O)[O-])ccc2Cl)CC1
→ 1 | -10 | -10 | 0 | -5 | 0 | 22 | 2 | 1 | -1.2
Cc1c(NC(=O)CN(c2ccccc2)S(=O)(=O)c2ccc(F)cc2)c(=O)n(-c2ccccc2)n1C
→ 0 | -5 | 1 | 2 | -5 | 3 | -37 | -4 | -2 | -2.7
COc1ccc([C@H]2CC(=O)C=C(c3ccc4ccccc4c3)C2)cc1OC
→ . | -1 | -4 | -3 | -2 | 12 | 53 | . | -36 | -0.6
Cc1ccccc1OCCC(=O)OCC(=O)NC1CCCCC1
→ 1 | -1 | -16 | 0 | 3 | -2 | -45 | -3 | 4 | 0.6
CC(=O)Nc1sc(-c2ccc(Cl)cc2)nc1-c1ccccc1
→ 2 | -3 | 5 | 3 | 5 | 2 | . | 14 | -8 | 0.9
O=C(OCCNc1nc(-c2ccccc2)nc2ccccc12)c1ccncc1
→ 0 | -12 | 5 | 2 | -3 | -9 | 31 | 6 | 24 | -1.5
CC(C)CCC(O)(CCC(C)C)C(=O)NN1CCCCC1
→ -2 | -6 | -8 | . | 0 | -1 | 3 | -3 | 6 | -0.7
C=CCn1c(/N=C/c2ccc3c(c2)OCO3)nc2ccccc21
→ 5 | -4 | -12 | . | -2 | 4 | -9 | -6 | 0 | -2.0
CCNc1ccc(S(=O)(=O)N(C)C)cc1NCC(=O)Nc1ccccc1Cl
→ 2 | -6 | 0 | 0 | 0 | 3 | -3 | 4 | -25 | 3.2
O=C(NCCCN1CCOCC1)C(=O)N/N=C/c1ccccc1Cl
→ 0 | -7 | -4 | 3 | 1 | -2 | -1 | . | 9 | -1.4
O=C(COc1cc2oc(=O)cc(-c3ccccc3)c2cc1Cl)NCC1CCC(C(=O)O)CC1 (stereo not drawn)
→ . | -7 | 1 | 23 | 1 | 3 | -3 | 2 | 11 | -2.3
CCOc1ccc(S(=O)(=O)NCCC(=O)OCC(=O)c2ccc(NC(C)=O)cc2)cc1
→ 1 | -9 | -8 | 1 | 2 | 2 | -13 | -7 | 10 | 0.1
CCN1CCN(C(=S)Nc2ccsc2C(=O)OC)CC1
→ 4 | 7 | -11 | 3 | -3 | 3 | . | -11 | -8 | -2.5
O=C(NNC(=O)C1CCN(Cc2ccccc2)CC1)c1cccc(Cl)c1
→ 2 | -3 | -1 | . | 1 | -6 | -20 | -3 | 13 | -1.2
CCCN1CCC(NC(=O)CCc2nnc(-c3ccccc3)o2)CC1
→ 3 | -5 | -2 | 0 | 1 | 2 | -14 | 4 | -6 | -1.1
